GPR151 ag – activators of human GPR151, primary screen, cell-based, PathHunter beta-arrestin, luminescence. G-protein coupled receptor 151 (Homo sapiens), Q8TDV0. PathHunter beta-arrestin GPR151 cells. activation, % at 11.2 µM. 650,000 tested, 1% active; in the data active means activation above about 4.9%;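 further: 0% = median of compound wells and 100% = cells with positive control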
Target sequence (Q8TDV0 whole entry, looked up): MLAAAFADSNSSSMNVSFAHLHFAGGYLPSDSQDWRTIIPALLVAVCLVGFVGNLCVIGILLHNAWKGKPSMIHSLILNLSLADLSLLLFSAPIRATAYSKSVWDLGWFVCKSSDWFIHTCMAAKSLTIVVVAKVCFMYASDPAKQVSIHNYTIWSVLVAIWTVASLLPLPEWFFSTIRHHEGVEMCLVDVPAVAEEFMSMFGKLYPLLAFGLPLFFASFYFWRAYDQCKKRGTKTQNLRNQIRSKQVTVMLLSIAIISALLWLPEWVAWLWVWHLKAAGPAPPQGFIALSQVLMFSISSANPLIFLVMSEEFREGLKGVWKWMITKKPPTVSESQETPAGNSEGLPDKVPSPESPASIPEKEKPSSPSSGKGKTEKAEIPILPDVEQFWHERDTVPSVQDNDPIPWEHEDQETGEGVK
TEAD-YAP inh – TEAD-YAP interaction inhibition, primary screen, TEAD-YAP interaction inhibitor project, luminescence, HEK-TIYL cells; TEAD-Gal4/YAP UAS-luciferase luminescence; inhibition, % at 9.12 µM; 640,000 tested, 1.4% active; in the data active means inhibition above about 32%;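 further: 0% = median of test compound wells and 100% = reference inhibitor wells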
MITF inh – MITF inhibitors, primary screen, biochemical, AlphaScreen, human; Microphthalmia-associated transcription factor (Homo sapiens), O75030; AlphaScreen MITF homodimerization, bead proximity signal; inhibition, % at 2.6 µM; 650,000 tested, 0.91% active; in the data active means inhibition above about 50%;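 further: 0% = vehicle wells with protein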
Target sequence (O75030 whole entry, looked up): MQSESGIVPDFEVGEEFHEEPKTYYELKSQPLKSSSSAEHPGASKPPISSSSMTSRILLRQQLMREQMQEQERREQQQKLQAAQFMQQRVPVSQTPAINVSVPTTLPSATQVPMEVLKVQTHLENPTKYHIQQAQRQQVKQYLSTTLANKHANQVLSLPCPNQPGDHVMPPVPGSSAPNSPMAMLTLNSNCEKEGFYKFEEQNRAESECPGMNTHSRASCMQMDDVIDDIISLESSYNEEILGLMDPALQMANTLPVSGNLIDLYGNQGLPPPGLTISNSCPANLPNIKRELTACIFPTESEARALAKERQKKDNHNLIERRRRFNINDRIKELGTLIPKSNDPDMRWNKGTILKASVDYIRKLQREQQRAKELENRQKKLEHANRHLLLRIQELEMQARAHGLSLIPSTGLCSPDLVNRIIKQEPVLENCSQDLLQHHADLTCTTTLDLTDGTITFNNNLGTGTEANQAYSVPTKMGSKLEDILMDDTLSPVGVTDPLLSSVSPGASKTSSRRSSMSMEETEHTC
FBW7 activator – FBW7 E3 ligase activators, primary screen, biochemical, AlphaScreen, human. normalized activity (activation), % at 26.1 µM. AlphaScreen FBW7–phospho-cyclin E peptide binding, activator screen. AID 1259310, 2017. F-box/WD repeat-containing protein 7 (Homo sapiens), Q969H0. 650,000 tested, 0.13% active; in the data active means normalized activity above about 1.9%;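 further: purified mutant Fbw7 with reduced substrate affinity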
* marks the source's active call; other numbers are inactive results. The order is random; any-hit rate near 3.4%.

SMILES	GPR151 ag	TEAD-YAP inh	MITF inh	FBW7 activator
O=C(CSc1nnc2n1CCCCC2)Nc1ccc(F)cc1	-1.4	-3	-6	-0.1
COCCn1nnnc1C(c1ccc(F)cc1)N1CCN(c2ccc(OC)cc2)CC1 (configuration not stated)	0.7	-1	0	-0.2
CC(C)CNC(=O)C1CC(=O)N(c2ccc(O)cc2)C1 (configuration not stated)	0.0	-5	9	0.3
O=C(NCC1CCCO1)c1cccc(NS(=O)(=O)c2ccc(Br)cc2)c1 (configuration not stated)	-1.8	3	-6	0.0
CC(=O)N1CCN(c2cccc(C)c2C)CC1	-1.6	17	11	0.5
CCOc1ccc(C(c2c[nH]c3ccccc23)c2c[nH]c3ccccc23)cc1	-2.3	-19	-4	-0.1
CC(C)(C)CCCNCCCNC(=O)/C=N\O	-0.6	3	15	0.1
O=C(Nc1ccc(Br)cc1)c1cccc(S(=O)(=O)N2CCCC2)c1	1.1	4	-7	0.7
COc1cc(/C=C/c2nc(O)c([N+](=O)[O-])c(=O)[nH]2)ccc1OC(F)F	-2.4	0	19	0.1
Cc1n[nH]c(C)c1-c1ccc2nc(C(N)Cc3ccccc3)[nH]c2c1 (configuration not stated)	-0.5	7	-2	-1.0
COc1ccc(CCNC(=O)c2cn(-c3ccc(C)c(C)c3)c(=O)c3ccccc23)cc1OC	-0.9	9	-6	-0.2
CC1(C)CC(=O)C(C=Nc2cccnc2/N=C/C2=C(O)CC(C)(C)CC2=O)=C(O)C1	0.8	6	2	-0.3
CC(C)(C)c1cn2c3ccccc3nc2n1CCO	-1.4	18	1	0.0
Cc1csc2c(SCC(O)C(F)(F)F)ncnc12 (configuration not stated)	-1.4	-39	-1	0.2
CCN(CC)CCCNC(=S)N1CCN(c2nc(-c3ccccc3)cs2)CC1	2.8	-1	-4	-0.3
CCC1CCCCN1C(=O)C1CC(=O)N(c2ccc(OC)cc2)C1c1ccc(OC)cc1 (configuration not stated)	1.4	-4	-8	-0.1
COC(=O)C1=CN(C)C=C(C(=O)OC)C1c1ccccc1Cl	0.8	13	0	0.3
O=C1Nc2ccccc2/C1=C/c1cccc([N+](=O)[O-])c1	-0.3	-2	2	0.0
CCOc1ccc(NS(=O)(=O)c2c(C)noc2C)cc1	0.2	-4	-5	-0.1
CC1(C)OC(C)(C)/C(=C\c2ccccc2)C1=O	-0.5	-5	-15	0.0
O=C1OCc2ccc(NC(=O)c3nccnc3C(=O)O)cc21	-1.4	-1	-7	0.1
CCCCc1ccc(N2CC(C(=O)Nc3ccccc3Cl)CC2=O)cc1 (configuration not stated)	-0.7	-37	-15	-0.1
O=C(CCCCCn1c(=S)[nH]c2ccccc2c1=O)NCc1ccccc1Cl	0.0	-16	-3	-0.1
O=C(COc1ccc(S(=O)(=O)N2CCCCC2)cc1)NCc1ccccn1	-0.7	9	12	0.3
CCCOc1ccc(/C=C2/N=C(c3ccccc3)OC2=O)cc1OC	1.3	4	7	-0.1
Cc1ccc(NC(=O)c2ccc(C(=O)Nc3ccc(C)cc3C)cc2)c(C)c1	0.3	1	0	-0.2
Cc1cc(NC(=O)Cn2cc(C(F)(F)F)cc(Cl)c2=O)no1	0.6	-3	2	0.1
O=C(CN1CCC(c2cccnc2)CC1)Nc1nccs1	1.7	-2	6	-0.1
COc1cc(C2C(C#N)=C(N)Oc3n[nH]c(C(C)(C)C)c32)cc(OC)c1OC(C)=O (configuration not stated)	0.1	-5	-5	0.0
Cc1cccc(OCC(O)CN2CCCCC2C)c1C (configuration not stated)	-1.0	7	-1	-0.1
COc1ccc(O)c(/C=N/NC(=O)CNc2ccc3ccccc3c2)c1	0.8	11	5	-0.2
CC(C)c1ccc(NC(=O)C2C3C=CC4(O3)C2C(=O)N(C2CCCCC2C)C4C(=O)NC2CCCCC2)cc1 (configuration not stated)	0.0	3	-18	0.1
CCOc1ccc(-n2c(/C=C/c3cccc(OC)c3OC)nc3ccccc3c2=O)cc1	1.6	2	-5	-0.2
Cc1ccc(C2CC(C(F)(F)F)n3nc(C(=O)Nc4sc5c(c4C#N)CCC(C(C)(C)C)C5)cc3N2)cc1 (configuration not stated)	-0.5	3	19	0.0
O=C(Cc1cccs1)Nc1c(C(=O)Nc2ccccc2)oc2ccccc12	-0.3	16	-1	0.2
O=C1CCCN1C(=O)CN1CCCCC1	-0.6	6	52*	0.0
O=C1CC(c2ccccc2)CC(O)=C1C=NCc1ccccc1Cl (configuration not stated)	2.1	51*	7	0.1
COc1cc(/C=C2/C(=O)N(c3cccc(C)c3)N=C2C)c(Cl)cc1O	-0.9	0	4	-0.9
O=C(NC(=S)NCc1ccc2c(c1)OCO2)c1ccccc1	0.1	-1	7	-0.2
O=C(Cc1cn(-c2ccc(N3CCN(c4ccccn4)CC3)nn2)c2ccccc12)NCc1cccc(C(F)(F)F)c1	0.6	9	11	0.2
O=C(O)c1ccccc1N/C=C\[N+](=O)[O-]	1.2	5	3	-0.3
O=C(Cc1ccccc1)NNC1=CC(=O)OC1	-0.3	13	6	0.3
CCOC(=O)c1c(C)[nH]c(C(=O)CSc2nnnn2C)c1C	0.2	-50	5	0.4
O=c1c(Oc2ccccc2)c(C(F)(F)F)oc2cc(O)ccc12	-0.3	-2	2	1.1
Cc1nc2scc(C)n2c(=O)c1NC(=O)C1CCCO1 (configuration not stated)	-1.0	0	-12	-0.1
O=Cc1ccccc1OCc1cccc([N+](=O)[O-])c1	3.1	18	-8	0.0
S=C(Nc1ccccc1Cl)N(Cc1cccs1)C1CCCCC1	0.1	3	0	-0.1
Cc1c(S(=O)(=O)N2CCCCC2)cc(Cl)cc1S(=O)(=O)N1CCCCC1	0.8	-3	15	0.0
COc1cc(NC(=O)c2cc(-c3cccc(Cl)c3)on2)cc(OC)c1OC	0.8	2	4	-0.1
CN1C(=O)NC(c2ccccc2)C2=C1CN(c1cccc(Cl)c1)C2=O (configuration not stated)	1.1	5	-6	-0.1

Later entries.
SMILES	GPR151 ag	TEAD-YAP inh	MITF inh	FBW7 activator
Cc1c(C(=O)Nc2ccc(Oc3ccccc3)cc2)sc2ncn(CC(=O)Nc3ccc(C(C)C)cc3)c(=O)c12	-0.3	1	8	0.1
COc1cccc2c1OC1(C)C(C(=O)Nc3ccc(Cl)cc3)C2NC(=S)N1c1ccccc1 (configuration not stated)	-0.9	-14	18	0.2
CCN(C(=O)COc1cc(C)cc(C)c1)c1ccccc1	-0.4	-9	-10	0.1
COCCOC1CCN(Cc2c(C(=O)N3CCCC3)nc3ccccn23)CC1	1.4	-1	9	-0.1
O=C(Cc1ccc(N2CCC(NCCn3ccnc3)CC2)cc1)N1CCCC1	0.0	-9	1	-0.1
O=c1/c(=C\c2ccccc2[N+](=O)[O-])sc2nc(C3COc4ccccc4O3)nn12 (configuration not stated)	-1.2	11	11	0.2
NNS(=O)(=O)c1cccc2nsnc12	0.1	-3	-8	0.0
CS(=O)(=O)Nc1ccc(-c2cn3ccsc3n2)cc1	-1.0	-45	-2	0.0
O=[N+]([O-])c1cccc2ccc(-c3cnc4ccccc4c3)nc12	-0.4	-40	12	0.4
CCN1CCN(C(=O)CC2(C(F)(F)F)OCCO2)CC1	-0.5	-3	-7	0.0

Rewritten with two lines to a compound: part of the list above.
Each structure is followed by: GPR151 ag, TEAD-YAP inh, MITF inh, FBW7 activator
Cc1c(C(=O)Nc2ccc(Oc3ccccc3)cc2)sc2ncn(CC(=O)Nc3ccc(C(C)C)cc3)c(=O)c12
 : -0.3, 1, 8, 0.1
COc1cccc2c1OC1(C)C(C(=O)Nc3ccc(Cl)cc3)C2NC(=S)N1c1ccccc1 (configuration not stated)
 : -0.9, -14, 18, 0.2
CCN(C(=O)COc1cc(C)cc(C)c1)c1ccccc1
 : -0.4, -9, -10, 0.1
COCCOC1CCN(Cc2c(C(=O)N3CCCC3)nc3ccccn23)CC1
 : 1.4, -1, 9, -0.1
O=C(Cc1ccc(N2CCC(NCCn3ccnc3)CC2)cc1)N1CCCC1
 : 0.0, -9, 1, -0.1
O=c1/c(=C\c2ccccc2[N+](=O)[O-])sc2nc(C3COc4ccccc4O3)nn12 (configuration not stated)
 : -1.2, 11, 11, 0.2
NNS(=O)(=O)c1cccc2nsnc12
 : 0.1, -3, -8, 0.0

Next results follow:
SMILES	GPR151 ag	TEAD-YAP inh	MITF inh	FBW7 activator
Brc1ccc(-n2cc(-c3ccccc3)c3c(NC4CCCCCC4)ncnc32)cc1	0.3	7	9	0.2
COCCCn1cnc2cc([N+](=O)[O-])ccc21	1.5	-9	-8	-0.1
Cc1cc(C)c2c(=O)[nH]c(SCC(N)=O)nc2n1	1.3	6	9	0.2
CN(C)P(=NC(=O)COc1ccccc1[N+](=O)[O-])(N(C)C)C(C)(C)C	0.5	3	10	0.3
Cc1ccc(NC(=O)CCc2nnc3ccc(NCc4ccccc4)nn23)cc1	0.2	-11	-8	0.1
CC(=O)c1ccc(NC(=O)C2=C(C)C(=O)OC23CCCCC3)cc1	-0.9	1	3	0.2
CC(C)CC(NC(=O)/C(=C\c1ccc2c(c1)OCO2)NC(=O)c1ccco1)C(=O)O (configuration not stated)	-0.4	-1	-7	-0.1
CCc1sc2nc[nH]c(=O)c2c1-c1ccccc1	2.1	4	-51	0.7
CSc1ccc(C=Nc2ccc(C#N)cc2)cc1	0.4	4	-6	-0.3
CNc1ccc([N+](=O)[O-])cc1N/C=C/C(=O)c1ccc(OC)cc1	1.8	-5	22	0.2
O=C(CN1CC(c2ccccc2)CC1=O)NC12CC3CC(CC(C3)C1)C2 (configuration not stated)	1.4	-13	11	0.2
Cc1ccccc1CN1CCc2nnc(C(C)NC(=O)C3CCOCC3)n2CC1 (configuration not stated)	-0.8	-5	-14	0.1
CC(C)(C)c1ccc(CNc2cc(N3CCCCC3)ccc2[N+](=O)[O-])cc1	-1.8	-5	16	0.0
CC(C)Nc1nc(NC(C)C)nc(NS(=O)(=O)c2ccc(N)cc2)n1	0.7	14	0	0.1
Cc1cccc(N(CC(=O)Nc2cccc(Br)c2)S(=O)(=O)c2ccccc2)c1C	-0.1	2	-10	-0.1
COc1ccc(CNC(=O)C2Sc3nnc(C)n3NC2c2ccc(Cl)cc2)cc1 (configuration not stated)	-1.0	3	7	-0.1
CC(NC(=O)C(Cl)Cl)c1ccccc1 (configuration not stated)	-0.5	7	-4	0.0
COc1ccc(OC)c(-n2c(=S)[nH]c3cc(C(=O)N4CCCC4)ccc3c2=O)c1	0.3	11	-1	-0.1
CN1C(C(=O)NC(C)(C)CO)=CC(c2ccco2)=NS1(=O)=O	0.6	2	9	0.2
C=C(C)CSc1nc2sc3c(c2c(=O)n1-c1ccc(OC)cc1)CCC(C(C)(C)C)C3 (configuration not stated)	-0.7	3	-1	0.0
Cc1ccc(NC(=O)CCC2CCCC2)nc1	-0.8	-43	-13	-0.2
CCOc1ccc(NC(=O)C2=C(C)NC(=O)NC2c2ccc(OC)c(OC)c2)cc1 (configuration not stated)	0.4	-5	15	0.9
O=C(c1ccc2[nH]ncc2c1)N1CCCN(C(=O)C(O)c2ccc(Br)cc2)CC1 (configuration not stated)	-0.4	-4	7	-0.2
Cc1cc(CN2CCOCC2)oc1C(=O)NC1(c2ccc3c(c2)OCO3)CCCC1	0.4	2	10	0.4
CC(C)(C)n1nnnc1C(c1cccs1)N1CCN(Cc2ccc3c(c2)OCO3)CC1 (configuration not stated)	-0.8	4	78*	0.4
O=C(c1ccc2c(c1)N(Cc1ccc(Cl)cc1)C(=O)CS2)N1CCOCC1	-0.8	2	5	0.0
O=S(=O)(c1ccc(-n2cnnn2)cc1)N1CCOCC1	0.8	10	-11	0.1
CC(C)[C@@H](Cn1nnc2ccccc21)NC(=O)c1cccc(N2CCCCS2(=O)=O)c1	-0.2	1	-5	0.2
O=C(O)CC(=O)N/N=C/C=C/c1ccccc1	-0.9	7	7	0.5
COC(=O)NNC(=O)Nc1cccc(OC)c1	0.1	-1	7	0.1
CC(C)NC(=S)NCCc1c[nH]c2ccccc12	0.7	8	-1	-0.1
CCc1ccccc1NC(=O)CCS(=O)(=O)c1ccc(Br)s1	1.3	4	9	-0.1
COc1cccc(NC(=O)Cn2c3cc(OC)c(OC)cc3c3nc(=O)cc(C)n32)c1	-0.3	1	-1	0.1
O=C(/C=C(\O)c1ccccc1)C(=O)Nc1ccccc1Cl	-0.5	-57	13	0.1
O=C1CCCC(O)=C1N=Nc1ccc(Cl)c(Cl)c1	-1.7	-11	10	-0.2
CCOC(=O)CSc1nc2cc(C(=O)N(CC)CC)ccc2c(=O)n1Cc1ccccc1	-0.2	-4	1	0.0
CCOc1cccc(CNCc2cccnc2)c1OCc1ccccc1	-0.3	-9	-10	0.0
O=C(CSSCC(=O)Nc1cccc([N+](=O)[O-])c1)Nc1cccc([N+](=O)[O-])c1	-0.7	9	-14	0.1
CC(=O)Oc1ccccc1C(=O)NC(C)CCc1ccccc1 (configuration not stated)	-2.2	8	1	0.5
CCOc1ccc(-n2cc(C(=O)NCCN(C)C)c3cc(OC)c(OC)cc3c2=O)cc1	0.2	4	8	0.3

Random excerpt: 4 compounds from above
SMILES	GPR151 ag	TEAD-YAP inh	MITF inh	FBW7 activator
CCOc1ccc(-n2cc(C(=O)NCCN(C)C)c3cc(OC)c(OC)cc3c2=O)cc1	0.2	4	8	0.3
O=C1CCCC(O)=C1N=Nc1ccc(Cl)c(Cl)c1	-1.7	-11	10	-0.2
O=C(CSSCC(=O)Nc1cccc([N+](=O)[O-])c1)Nc1cccc([N+](=O)[O-])c1	-0.7	9	-14	0.1
O=C(/C=C(\O)c1ccccc1)C(=O)Nc1ccccc1Cl	-0.5	-57	13	0.1
